Assay outcomes from PubChem BioAssay.
M5 antag: CHRM5 antagonism in calcium assay. inhibition, % at 3 µM. actives 0.59% (n = 360,000). CHO-hM5 cells, Fluo-8 calcium fluorescence, ACh EC80. P08912;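 active = inhibition above a per-plate cutoff, the mean of that plate's test compounds plus 3 SD, cut at about 27% in these data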;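 also: 0% = acetylcholine EC80 with DMSO and 100% = DMSO without agonist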
Target sequence (P08912 whole entry, looked up): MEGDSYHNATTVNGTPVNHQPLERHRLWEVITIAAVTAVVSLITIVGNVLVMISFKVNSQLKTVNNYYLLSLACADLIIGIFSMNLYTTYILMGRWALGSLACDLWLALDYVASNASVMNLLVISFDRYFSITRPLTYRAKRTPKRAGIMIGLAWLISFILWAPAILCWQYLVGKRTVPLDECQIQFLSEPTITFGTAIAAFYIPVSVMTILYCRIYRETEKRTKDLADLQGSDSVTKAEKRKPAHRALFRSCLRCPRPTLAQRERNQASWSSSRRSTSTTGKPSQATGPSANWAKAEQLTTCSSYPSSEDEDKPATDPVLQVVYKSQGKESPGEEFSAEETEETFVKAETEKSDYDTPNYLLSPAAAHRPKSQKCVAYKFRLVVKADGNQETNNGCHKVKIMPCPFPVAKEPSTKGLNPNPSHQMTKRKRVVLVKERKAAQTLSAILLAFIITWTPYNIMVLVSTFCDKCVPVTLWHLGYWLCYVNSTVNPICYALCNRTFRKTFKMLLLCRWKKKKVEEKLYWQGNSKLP
TAAR1 antag: human TAAR1 antagonism; inhibition, % at 3 µM; Q96RJ0; actives 1.5% (n = 360,000); CHO RD-HGA16 TAAR1, Fluo-8 calcium fluorescence, antagonist;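 active = inhibition above a per-plate cutoff, the mean inhibition of test compounds on that plate plus 3 SD, cut at about 49% in these data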;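 also: 0% = DMSO plus EC80 beta-PEA response and 100% = DMSO alone without agonist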
Target sequence (Q96RJ0 whole entry, looked up): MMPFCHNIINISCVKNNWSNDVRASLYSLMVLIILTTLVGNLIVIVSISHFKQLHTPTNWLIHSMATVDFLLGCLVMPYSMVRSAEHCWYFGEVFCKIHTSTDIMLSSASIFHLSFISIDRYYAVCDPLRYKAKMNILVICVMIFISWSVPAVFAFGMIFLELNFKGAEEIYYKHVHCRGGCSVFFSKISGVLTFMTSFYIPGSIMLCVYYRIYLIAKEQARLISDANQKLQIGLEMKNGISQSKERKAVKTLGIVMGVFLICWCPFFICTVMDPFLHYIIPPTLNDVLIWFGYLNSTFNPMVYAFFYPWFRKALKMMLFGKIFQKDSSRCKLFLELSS
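test system = CHO RD-HGA16 cells bearing hTAAR1 | replication = singlicate | controls = DMSO-only wells and EC80 β-PEA-stimulated wells | reagent = EC80 β-phenethylamine stimulus | read-out basis = percent inhibition of PEA-evoked calcium signal, max/basal emission ratio | schedule = seeding 17-24 h prior, 75-min 37 °C, 30-min RT dye loading | signal = kinetic Fluo-8 calcium fluorescence measurement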
CRFR2-BP antag: blocks CRF-induced signaling of the CRF-BP/CRF-R2 complex | HEK293 CRF-R2/CRF-BP, CRF-induced calcium fluorescence | inhibition, % at 11.8 µM | actives 0.59% (n = 350,000) | AID 588475;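 active = inhibition of the ligand-induced calcium signal above about 50% at the single tested concentration, limit read from the data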
CHRM5 agonist: agonists of human muscarinic M5 receptor (CHRM5) | P08912 | CHO-K1 hM5 cells, Fluo-8 calcium fluorescence; 0% DMSO wells, 100% maximal acetylcholine response | activation, % at 3 µM | actives 0.19% (n = 360,000) | AID 624037;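 active = activation above the run's mean over test compounds plus 3 SD, cut at about 23% in these data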;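 also: signal is peak over basal fluorescence ratio across the kinetic read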
M5 PAM: CHRM5 positive allosteric modulation. P08912. CHO-K1 hM5, Fluo-8 calcium, ACh EC20 PAM; 0% = ACh EC20, 100% = ACh EC100. activation, % at 3 µM. actives 0.3% (n = 360,000);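 active = activation above the run cutoff, the mean activation of all test compounds plus 3 SD, cut at about 18% in these data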
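Assay system – human M5 receptor in CHO-K1 cells · Read-out – % activation, ACh-normalized · Technique – Fluo-8 calcium fluorescence · Dosing – single-point, 3 µM nominal · Incubation – Fluo-8 loading 80 min at 37 °C plus 30 min room temperature · Repeats – singlicate, one well per test compound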
TAAR1 agonist: agonists of human TAAR1. activation, % at 3 µM. Q96RJ0. actives 0.99% (n = 360,000). AID 624467. CHO RD-HGA16 TAAR1, Fluo-8 calcium fluorescence; vehicle wells 0%, saturating PEA agonist 100%;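 active = activation above the mean activation of all test compounds in the run plus 3 SD, cut at about 38% in these data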
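Repeats: no replicates (n 1) | Material: CHO-derived RD-HGA16 cells with stable Gα16 and human TAAR1 | Technique: Kinetic Fluo-8 calcium fluorescence | Schedule: 17-24 h seeding, 75 min 37 °C dye, 30 min RT | Evaluation: % activation from peak over basal fluorescence ratio, DMSO-to-PEA scaled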
CHO-K1 Ca PAM: nonselective activator or artifact in parental CHO-K1 calcium assay | ATP EC20, Fluo-8 calcium fluorescence; 0% at ATP EC20, 100% at ATP max | activation, % at 3 µM | actives 0.02% (n = 360,000) | AID 602247;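 active = activation above the run cutoff, the mean activation of all test compounds plus 3 SD, cut at about 40% in these data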;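 also: peak over basal fluorescence ratio in a 140 s read after ATP addition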
CRFBP-R2 agonist: CRF-BP/CRF-R2 complex agonism. actives 0.46% (n = 350,000). HEK293 CRF-R2/CRF-BP, calcium dye fluorescence (FLIPR); percent of saturating CRF peptide response. activation, % at 13.2 µM. AID 588473;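 active = activation of at least 50%, plus an integration ratio under a set limit after plate pattern correction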;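 also: plate controls were neutral control wells without compound for no effect and CRF at EC100 for full effect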
M4 PAM: potentiates acetylcholine response at human M4 receptor. P08173. CHO-K1 hM4/Gqi5, Fluo-8 calcium fluorescence, ACh EC20; 0% = ACh EC20, 100% = maximal ACh. activation, % at 3 µM. actives 0.4% (n = 360,000). AID 624126;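 active = activation above its plate's cutoff, the mean activation of sample wells plus 3 SD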; also: some results filed as inactive read as strong as hits
Active calls of the source: *; · = no result given.

compound | CHO-K1 Ca PAM | M4 PAM | CRFBP-R2 agonist | TAAR1 antag | TAAR1 agonist | CRFR2-BP antag | M5 PAM | CHRM5 agonist | M5 antag
COc1ccc(NC(=O)Cn2c(=O)oc3cc(S(=O)(=O)N4CCCC4)ccc32)c(OC)c1 | 11 | -8 | -1.4 | 9 | 2 | 4 | 2 | 1 | 0
COc1ccc(/C=C(/NC(=O)c2ccc(Br)cc2)C(=O)N2CCOCC2)cc1 | -7 | 2 | 0.9 | -30 | 1 | 8 | 7 | 1 | -14
COc1ccc(S(=O)(=O)Nc2ccccc2C(=O)OC2CCCN(C)C2)cc1OC (stereo not given) | 21 | -5 | 0.5 | -4 | 2 | -54 | 2 | -10 | 9
COc1ccc(/C=N/NC(=O)CN(C)C(=O)OCc2ccccc2)cc1OC | 10 | -9 | -0.5 | -15 | 2 | 0 | 2 | -1 | 8
CNc1ccc(Br)cc(C(=O)/C=C/c2cc(OC)ccc2OC)c1=O | 7 | 11 | 5.2 | 26 | 21 | -9 | -1 | 4 | 10
CC12CC(NC(=O)N1CCc1ccccc1)c1ccccc1O2 (stereo not given) | 19 | 3 | 1.7 | 6 | 5 | -44 | -4 | 3 | -6
COc1ccccc1CNC(=O)COC(=O)c1ccc(NC(N)=O)cc1 | 6 | 3 | -2.0 | -2 | 5 | 10 | -5 | 0 | 1
Oc1ccc(-n2cnnn2)cc1 | 2 | 17 | -1.3 | -1 | 13 | 3 | -6 | 0 | 1
CSc1cccc(CN2CCCC(CO)(Cc3cccc(Cl)c3)C2)c1 (stereo not given) | 13 | -5 | 3.9 | -11 | 6 | -7 | -2 | -6 | -6
Cc1ccc(C)c(S(=O)(=O)N2CCN(c3ncnc4sccc34)CC2)c1 | -13 | -9 | 0.3 | 65* | 5 | -9 | -38 | 0 | 17
Cc1ccc(NC(=O)COC(=O)CN2C(=O)NC(C)(C)C2=O)cc1S(=O)(=O)N1CCOCC1 | 4 | -5 | -0.9 | -23 | 6 | -22 | 1 | 0 | 9
O=c1cc(O)c2c(=O)n(-c3ccccc3)c3ccccc3c2o1 | 18 | -1 | -0.8 | -8 | 14 | 4 | 4 | -1 | 5
Cc1ccc(NNC2CC(=O)N(c3cccc(Cl)c3)C2=O)cc1 (stereo not given) | -9 | 1 | 0.7 | -8 | 6 | -28 | -4 | 1 | -3
O=C(NCCc1ccc(Cl)cc1)c1cccc(S(=O)(=O)N2CCCC2)c1 | -2 | -2 | 0.7 | -27 | 1 | -2 | -4 | 1 | 4
O=C(CSc1ncccn1)N/N=C/c1ccc2c(c1)OCO2 | -7 | -1 | -4.2 | 2 | 2 | 9 | -4 | -4 | 5
COc1cc(-c2nc(CCNC(=O)c3ccco3)cs2)cc(OC)c1OC | -1 | -7 | -1.6 | 27 | 3 | -9 | -10 | 2 | 19
COc1ccc(C(c2c(NC(=O)c3ccccc3)sc(C)c2C)N2CCN(CCO)CC2)cc1 (stereo not given) | 9 | 2 | -0.9 | 6 | 7 | 22 | -2 | -1 | -3
CC(C)CN1C(=O)CN(S(C)(=O)=O)CC1(C)C(=O)NCc1ccccc1 (stereo not given) | · | -3 | · | -17 | 2 | · | -3 | 1 | 5
O=C(c1cnc(Cl)c(Cl)c1)N1CCN(S(=O)(=O)c2cccs2)CC1 | 8 | 0 | -1.3 | -8 | 0 | 13 | -6 | 2 | 0
O=C(COc1ccc(Br)cc1CO)Nc1ccccc1F | 18 | 6 | -0.3 | 2 | 10 | 0 | 0 | -2 | 5
COc1c(C)cc(S(=O)(=O)N2CCCC2)c(C)c1C | 20 | 11 | 0.2 | -5 | 9 | -14 | 1 | -3 | 1
CC(C)N1C(=O)C(O)(C2COC(C)(C)CC2=O)c2ccccc21 (stereo not given) | -15 | 2 | -0.6 | 2 | 4 | 1 | 3 | 2 | 3
Cc1ccc(CCNC(=O)C2CCCN(S(=O)(=O)c3cnc[nH]3)C2)cc1 (stereo not given) | 13 | 9 | -1.2 | -19 | 4 | 17 | -7 | -1 | 8
COc1ccc(CN2C(=O)NC3(CCOc4ccccc43)C2=O)cc1F (stereo not given) | -3 | -3 | -0.9 | 9 | 10 | 0 | -5 | 0 | 2
CCOC(=O)C1CCCN(C(=O)c2ccc(Cl)c(S(=O)(=O)N3CCCCC3)c2)C1 (stereo not given) | -2 | -1 | -0.4 | 0 | 8 | 53* | -1 | 1 | -3
COc1ccc(OC)c(NC(=O)C2CCN(S(C)(=O)=O)CC2)c1 | 16 | 2 | -0.8 | -26 | 3 | 20 | -4 | 1 | -2
OC1CCC2CN3CCc4c([nH]c5ccccc45)C3CC2C1 (stereo not given) | 21 | 4 | · | -10 | 1 | · | -2 | 1 | 4
CCN(CC)C(=O)Cn1cc(S(=O)(=O)CC(=O)Nc2cccc(NC(C)=O)c2)c2ccccc21 | 24 | 6 | -0.9 | -16 | 1 | 9 | -5 | 0 | 3
O=C(O)CCC(=O)Nc1sc2c(c1C(=O)Nc1ccccc1)CCCCC2 | 10 | 9 | 2.1 | 18 | 2 | -24 | 10 | 7 | 17
CCOc1ccccc1C1CC(=O)Nc2cc3c(cc21)OCCO3 (stereo not given) | -7 | -3 | -3.3 | 13 | 14 | -2 | -4 | 3 | 7
Cc1cnc(C(=O)OCC(=O)N2c3ccccc3CC2C)cn1 (stereo not given) | 6 | -3 | -0.7 | -12 | 1 | -4 | -3 | 6 | 0
COc1cc(/C=C/CO)ccc1O[C@@H]1O[C@H](CO)[C@@H](O)[C@H](O)[C@H]1O | 16 | 2 | 2.0 | -6 | 2 | -4 | -4 | 3 | 2
COc1ccc(CCN2C(=O)/C(=C\c3ccco3)SC2=S)cc1OC | -16 | -4 | -3.9 | 11 | 1 | 11 | 4 | 0 | -11
COC(=O)CCCN=C1SCCN1Cc1ccccc1 | 5 | -1 | -0.4 | -8 | 2 | -9 | 4 | -4 | -8
OC[C@@H]1CN(Cc2ccc(-c3ccccc3)cc2)C[C@H](n2cnc3c(NCc4ccco4)ncnc32)O1 | -13 | -7 | · | 45 | 22 | · | -14 | 5 | 25
CCN(C(=O)CSc1nnc(SC)s1)c1c(N)n(Cc2ccccc2)c(=O)[nH]c1=O | -1 | 9 | 0.3 | -10 | 2 | 3 | 1 | -3 | 4
C=CCNC(=O)C(=O)N/N=C/c1ccco1 | 26 | 7 | -3.3 | 9 | 3 | 23 | 0 | -3 | 6
C/C(=N/NC(=O)c1ccc(C)s1)c1ccncc1 | 6 | 0 | -1.1 | -30 | 0 | -11 | -8 | -5 | 18
CCCCOc1ccc(N(CC(=O)NC2CCCC2)C(=O)CCC(=O)Nc2ccccn2)cc1 | 3 | 8 | -0.8 | 4 | 14 | 15 | 1 | -5 | -5
COc1ccc(Cc2nnc(NC(=O)c3cccs3)s2)cc1OC | 13 | -6 | 0.6 | -11 | 1 | -2 | 5 | 1 | -5
Cc1c(C(=O)N2CCCC2)sc(NC(=O)c2ccc(Cl)cc2)c1C#N | -8 | -3 | 1.5 | -3 | 6 | 7 | -4 | 1 | 2
O=C(O)CC(CC(=O)Nc1ccc(C(=O)O)cc1)c1ccccc1 (stereo not given) | 15 | 0 | -0.4 | -20 | 1 | 3 | -2 | 5 | 10
O=C(N=C1SC2CS(=O)(=O)CC2N1c1ccc(Br)cc1Cl)C1CC1 (stereo not given) | 1 | 12 | 1.1 | -10 | 4 | 38 | -7 | -2 | 14
CS(=O)(=O)c1ccc2nnn(OCC(=O)Nc3ccc(Br)cc3Br)c2c1 | -2 | 4 | -5.0 | -10 | 4 | 25 | -5 | 1 | -6
COc1cc(OC)c(OC)cc1/C=N/Nc1ncnc2c1[nH]c1ccc(C)cc12 | -5 | 10 | 0.3 | -34 | 0 | 6 | 6 | 0 | -10
COc1ccc(OC)c(NC(=O)CCN2CCN(Cc3ccccc3)CC2)c1 | -9 | -4 | -1.6 | 6 | 5 | 6 | -1 | -2 | 2
Cc1ccccc1C(=O)Nc1c(C(=O)N2CCN(C)CC2)cnn1-c1ccccc1 | 8 | 6 | 3.0 | -34 | 1 | -4 | -2 | -2 | 14
COc1ccc2oc(C(=O)OCC(=O)Nc3ccccc3OC)c(C)c2c1 | 7 | -2 | 0.8 | · | · | -6 | -6 | -2 | 4
Cc1ccccc1NC(=S)NCCc1ccccn1 | 20 | 13 | -1.4 | -2 | 60* | 0 | -1 | 1 | -2
Cc1[nH]c(C)c(S(=O)(=O)Nc2ccc(F)cc2Cl)c1C(=O)N1CCCC1 | -10 | 1 | 0.0 | -18 | 6 | -8 | 0 | -2 | -8

Continued.
compound | CHO-K1 Ca PAM | M4 PAM | CRFBP-R2 agonist | TAAR1 antag | TAAR1 agonist | CRFR2-BP antag | M5 PAM | CHRM5 agonist | M5 antag
NC(=O)C1Cc2ccccc2CN1C(=O)c1cc(C2CC2)nn1-c1ccccc1 (stereo not given) | 8 | 6 | 1.4 | 4 | 19 | -4 | -9 | 8 | 8
Cc1cccc(-c2cc(=O)c(C(=O)O)cn2-c2ccc(F)cc2F)c1 | -8 | 5 | -4.3 | -10 | 0 | -11 | 8 | 4 | 0
Cc1cc(C)nc(NC2=NCC(=O)N2c2ccccc2)n1 | -3 | -1 | -2.6 | 12 | 9 | 19 | 4 | -2 | -2
COc1ccc(S(=O)(=O)N(CC(=O)NC2CC2)c2ccc(C)cc2)cc1OC | -2 | -7 | -1.0 | -2 | 4 | 2 | -2 | -5 | 7
CC(C)=CCCC(C)c1cc(C(=O)NCCc2ccc(O)cc2)c(N)s1 (stereo not given) | · | -2 | · | -1 | 40* | · | 7 | 5 | -12
O=C(CNC(=O)c1ccc(S(=O)(=O)N2CCCC2)cc1)N/N=C/c1ccccc1 | 15 | -15 | 0.3 | -6 | 22 | 7 | -1 | -1 | -5
O=C(OCC(=O)N1CCCCCC1)c1ccc(Cl)nc1 | 22 | 7 | -0.8 | -1 | 0 | 2 | 8 | -1 | 14
Cc1cc(Br)ccc1SCC(=O)NNC(=O)c1ccco1 | 8 | 0 | 0.4 | 2 | 5 | 6 | 5 | -1 | 9
COc1cc(C2Nc3ccccc3NC3=C2C(=O)CC(C)(C)C3)cc(OC)c1OC (stereo not given) | -2 | 1 | 0.5 | -13 | 3 | -9 | 0 | 2 | -7
COc1cc2ncnc(NCc3ccc(C)o3)c2cc1OC | 9 | -1 | -2.3 | 23 | 2 | 8 | -4 | -3 | 6
